From PubChem
PLK1 inh = human PLK1 kinase inhibitors, primary screen, biochemical, TR-FRET. 97,000 compounds, 0.53% hits. AID 619, 2007. recombinant PLK1 kinase, TR-FRET peptide phosphorylation. inhibition, % at 10 µM. Serine/threonine-protein kinase PLK1 (Homo sapiens), P53350;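 active = inhibition of 50% or more in the single-concentration screen; inactive = inhibition below 50%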;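 also: 0% = DMSO max control and 100% = H-89 dihydrochloride min control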
PLK1 PBD inh = Plk1 polo box domain binding inhibitors, primary screen, biochemical, fluorescence polarization | 97,000 compounds, 0.13% hits | Plk1 PBD phosphopeptide binding | Serine/threonine-protein kinase PLK1 (Homo sapiens), P53350 | inhibition, %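 (tested at about 20 µM)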; in the data active = inhibition above about 34%, passing the limit was not always enough
Mac1 fbg enh = enhancers of CD11b/CD18 adhesion to fibrinogen, primary screen, K562 cells, luminescence. 93,000 compounds, 0.07% hits. activation, % at 10 µM. AID 1499, 2009. ATPlite luminescence. Integrin beta-2 (Homo sapiens) + Integrin alpha-M (Homo sapiens), P05107+P11215;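 active = 10 µM primary screen giving 50% or more activity, confirmed by 40% or more on retest at that dose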; also: strong numbers were not always called active
Mac1 fbg inh = inhibitors of CD11b/CD18 adhesion to fibrinogen, primary screen, K562 cells, luminescence. AID 1497, 2009. ATPlite luminescence; Mn2+ added to activate the integrin. 93,000 compounds, 0.54% hits. Integrin beta-2 (Homo sapiens) + Integrin alpha-M (Homo sapiens), P05107+P11215. inhibition, % at 10 µM;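 active = primary inhibition of 50% or more at 10 µM, then 40% or more on retest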; also: some results filed as inactive read as strong as hits
ERa SRC1 inh = ERα–SRC-1 coactivator interaction inhibitors, primary screen, biochemical, TR-FRET, ERα LBD, estradiol-bound; 86,000 compounds, 1.7% hits; TR-FRET ER-alpha LBD / SRC-1 peptide; AID 629, 2007; inhibition, % at 25.6 µM; Estrogen receptor (Homo sapiens), P03372; in the data active = inhibition above about 50%;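 also: 0% = receptor plus peptide control and 100% = peptide only without receptor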
Target sequence (P03372 whole entry, looked up, the tested form may be a part): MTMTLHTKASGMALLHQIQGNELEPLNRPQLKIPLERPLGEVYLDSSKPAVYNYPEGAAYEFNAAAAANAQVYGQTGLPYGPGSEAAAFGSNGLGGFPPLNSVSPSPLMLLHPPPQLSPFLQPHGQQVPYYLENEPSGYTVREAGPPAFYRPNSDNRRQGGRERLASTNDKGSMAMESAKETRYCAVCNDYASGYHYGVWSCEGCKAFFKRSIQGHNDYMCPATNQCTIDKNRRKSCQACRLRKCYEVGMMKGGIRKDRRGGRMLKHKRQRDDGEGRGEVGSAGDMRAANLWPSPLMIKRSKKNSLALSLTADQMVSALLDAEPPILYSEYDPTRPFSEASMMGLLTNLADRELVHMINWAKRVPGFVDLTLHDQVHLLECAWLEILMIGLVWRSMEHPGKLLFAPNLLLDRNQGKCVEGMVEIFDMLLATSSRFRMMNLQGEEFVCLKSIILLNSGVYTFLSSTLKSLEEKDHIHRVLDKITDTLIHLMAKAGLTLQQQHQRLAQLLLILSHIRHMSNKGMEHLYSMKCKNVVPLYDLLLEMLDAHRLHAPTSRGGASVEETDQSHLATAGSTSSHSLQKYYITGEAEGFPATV
FAK inh = FAK kinase inhibitors, primary screen, biochemical; Focal adhesion kinase 1 (Homo sapiens), Q05397; biochemical FAK kinase activity assay; 97,000 compounds, 0.84% hits; inhibition, %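 (tested at 7 µM)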; in the data active = inhibition above about 19%;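 also: 0% = DMSO and 100% = reference compound high control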
HIV Rev-RRE inh = HIV-1 Rev-RRE binding inhibitors, primary screen, biochemical, FRET, protein-RNA interaction. AID 704, 2007. inhibition, % at 8 µM. P05866. Rev peptide-RRE RNA binding. 97,000 compounds, 0.79% hits;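 active = inhibition above the screen-wide mean plus 3 SD, cut at about 35% in these data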;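 also: 0% = median DMSO wells and 100% = median Neomycin B control wells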
Target sequence (P05866 whole entry, looked up): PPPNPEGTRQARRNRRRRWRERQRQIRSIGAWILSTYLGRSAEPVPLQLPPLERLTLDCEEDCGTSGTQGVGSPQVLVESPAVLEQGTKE
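assay system = Cy5-tagged RRE RNA duplex with fluorescein-tagged Rev peptide | incubation = 5 + 15 min at 25 °C | also added = labelled Rev peptide | measure = % inhibition of FRET ratio versus controls | benchmarks = DMSO wells as 0% and neomycin B wells as 100% inhibition | measured by = FRET fluorescence readout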
ERa SRC1 pot = enhancers of ERα–SRC-1 coactivator binding, primary screen, biochemical, TR-FRET, ERα LBD, low estradiol; TR-FRET ERalpha-LBD/SRC-Cy5 coactivator binding, 2 h; 100 = basal binding, no effect; coactivator binding (% of control), % at 25.6 µM; 86,000 compounds, 1.3% hits; AID 639, 2007; in the data active = activity above about 200%;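 also: binding measured in presence of low estradiol as agonist stimulus; 0% = peptide alone without receptor and 100% = receptor with peptide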
ERb SRC1 inh = inhibitors of ERβ-SRC1 coactivator interaction, primary screen, biochemical, TR-FRET, ERβ LBD, SRC-1 peptide | TR-FRET ER-beta LBD / SRC1-Cy5 peptide binding; receptor agonist-loaded with 1 µM estradiol | inhibition, % at 25.6 µM | 86,000 compounds, 1.3% hits | Estrogen receptor beta (Homo sapiens), Q92731;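 active = compounds whose percent inhibition of the receptor-coactivator binding signal exceeds about 50% in the single-dose screen, limit read from the data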;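 also: 0% = receptor plus peptide wells without compound and 100% = peptide-only wells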
* hit, by the source's call; nt = not tested or not shown; [ ] = another dose, or the depositor's remark.

SMILES	PLK1 inh	PLK1 PBD inh	Mac1 fbg enh	Mac1 fbg inh	ERa SRC1 inh	FAK inh	HIV Rev-RRE inh	ERa SRC1 pot	ERb SRC1 inh
Cn1cccc1C(=O)OCC(=O)c1cc2ccccc2o1	1	-8	4	6	39[fluorescence artefact?]	3	19	89[fluorescence artefact?]	36[fluorescence artefact?]
CCC(=O)Nc1c(C)cc(C)cc1Cl	-3	-8	-3	4	-4	4	9	90	2
O=c1cc(N2CCN(c3ccccc3)CC2)[nH]c(=O)n1C1CCCCC1	-10	-6	nt	nt	nt	4	2	nt	nt
COC(=O)c1ccc(Nc2nc(C)cc(C)n2)cc1	-6	-17	1	1	6	6	9	99	-12
Cc1ccc(CNc2oc(-c3ccco3)nc2C#N)cc1	11	-11	nt	nt	-13	5	8	91	-3[fluorescence artefact?]
Cc1ccc(C(=O)NCCCN2CCOCC2)cc1	-7	4	nt	nt	3	-2	10	95	5
Cn1c(=Nc2ccccc2)sc2ccccc21	-10	7	-1	7	nt	0	14	nt	nt
O=C(CCCc1ccccc1)NC1CCSC1=O (stereo not drawn)	-7	25	-5	-12	0	5	8	113	-4
CCOC(=O)N1CCN(C(=O)Cn2c(C)cc3ccccc3c2=O)CC1	-8	-5	-5	-3	11	-3	1	100	3
CCOc1ccc2nc(SCC(=O)c3ccccc3)sc2c1	-10	1	-2	6	-4	1	0	112	-2
CC(C)(C)C(=O)O/N=C1/C(=O)N(c2ccccc2)c2ccccc21	-6	3	nt	nt	nt	5	4	nt	nt
Cc1nc2ccc(S(=O)(=O)NC(C(=O)N3CCCCCC3)C(C)C)cc2s1 (stereo not drawn)	-10	8	-1	-7	-5	1	-2	131	-3[fluorescence artefact?]
COc1ccc(CCNC(=O)c2nnn(CC(=O)Nc3ccccc3C)c2N)cc1OC	-2	-15	nt	nt	0	0	0	120	-1
Nc1nc2ccccc2nc1N1CCCC1	-8	10	nt	nt	-10	1	3	104	-15
CCOc1ccc(C2NC(=O)NC(C)=C2C(=O)OC)cc1C (stereo not drawn)	3	-2	-1	0	-12	2	3	96	-7
CCOC(=O)CNC(=O)CSc1nc2cccnc2n1Cc1ccccc1	nt	nt	-4	-8	0	nt	nt	97	-6
CCOc1ccccc1N(CC(=O)NC1CCCCC1)S(C)(=O)=O	nt	nt	-1	6	4[fluorescence artefact?]	nt	nt	98[fluorescence artefact?]	-7
COc1ccc(-c2cc(C(F)(F)F)nc(-n3cc(Br)cn3)n2)cc1	2	-4	-2	15	1	1	2	104	3
COc1ccc(/C=N/n2cnc3c([nH]c4ccc(Br)cc43)c2=O)cc1CN1CCOCC1	-1	5	nt	nt	25	-5	-3	146	11
COc1ccc(OC)c(NC(=O)CSc2ncccn2)c1	2	-10	7	6	-1	-3	10	88	3
CCC1CCCCN1C(=O)CSc1nc2c(cnn2-c2ccc(C)cc2)c(=O)[nH]1 (stereo not drawn)	-3	-20	-1	4	6	6	5	78[fluorescence artefact?]	19
Cc1ccc(-c2c(C#N)c(N)n3c(nc4ccccc43)c2C#N)cc1	-10	-2	-6	94	nt	24*	21	nt	nt
COc1ccc(NC(=O)[C@H](COCc2ccccc2)NC(=O)OC(C)(C)C)cc1	-9	0	-2	17	nt	0	11	nt	nt
CC1(C)Cc2ccccc2-c2c1c(=O)n(Cc1ccccc1)c1nnnn21	-13	3	nt	nt	-6	1	16	103	-4

8 entries from above, sorted by count of non-hydrogen atoms, descending.
SMILES	PLK1 inh	PLK1 PBD inh	Mac1 fbg enh	Mac1 fbg inh	ERa SRC1 inh	FAK inh	HIV Rev-RRE inh	ERa SRC1 pot	ERb SRC1 inh
COc1ccc(/C=N/n2cnc3c([nH]c4ccc(Br)cc43)c2=O)cc1CN1CCOCC1	-1	5	nt	nt	25	-5	-3	146	11
COc1ccc(NC(=O)[C@H](COCc2ccccc2)NC(=O)OC(C)(C)C)cc1	-9	0	-2	17	nt	0	11	nt	nt
CCOC(=O)CNC(=O)CSc1nc2cccnc2n1Cc1ccccc1	nt	nt	-4	-8	0	nt	nt	97	-6
Cc1ccc(-c2c(C#N)c(N)n3c(nc4ccccc43)c2C#N)cc1	-10	-2	-6	94	nt	24*	21	nt	nt
COc1ccc(-c2cc(C(F)(F)F)nc(-n3cc(Br)cn3)n2)cc1	2	-4	-2	15	1	1	2	104	3
CCOc1ccc(C2NC(=O)NC(C)=C2C(=O)OC)cc1C (stereo not drawn)	3	-2	-1	0	-12	2	3	96	-7
COc1ccc(OC)c(NC(=O)CSc2ncccn2)c1	2	-10	7	6	-1	-3	10	88	3
Nc1nc2ccccc2nc1N1CCCC1	-8	10	nt	nt	-10	1	3	104	-15

Part of the list above, reformatted.
| Compound | PLK1 inh | PLK1 PBD inh | Mac1 fbg enh | Mac1 fbg inh | ERa SRC1 inh | FAK inh | HIV Rev-RRE inh | ERa SRC1 pot | ERb SRC1 inh |
| --- | --- | --- | --- | --- | --- | --- | --- | --- | --- |
| CCOC(=O)CNC(=O)CSc1nc2cccnc2n1Cc1ccccc1 | nt | nt | -4 | -8 | 0 | nt | nt | 97 | -6 |
| Nc1nc2ccccc2nc1N1CCCC1 | -8 | 10 | nt | nt | -10 | 1 | 3 | 104 | -15 |
| COc1ccc(OC)c(NC(=O)CSc2ncccn2)c1 | 2 | -10 | 7 | 6 | -1 | -3 | 10 | 88 | 3 |

More entries:
SMILES	PLK1 inh	PLK1 PBD inh	Mac1 fbg enh	Mac1 fbg inh	ERa SRC1 inh	FAK inh	HIV Rev-RRE inh	ERa SRC1 pot	ERb SRC1 inh
Cc1c(C(=O)N2CCOCC2)[nH]c2c1C(=O)CC(c1ccc(Cl)cc1)C2 (stereo not drawn)	-1	1	nt	nt	3[fluorescence artefact?]	-1	5	103	-2[fluorescence artefact?]
Cc1cc(C)c(C#N)c(SCC(=O)N2CCCCC2)n1	-8	-20	2	-22	-4	1	4	89[fluorescence artefact?]	-3
CCOc1cccc(=O)c2c(C)n(C)c(C)c12	3	-9	2	23	8	0	18	78[fluorescence artefact?]	12
CCOC(=O)C1C(=O)C=C(c2ccc(OC)cc2)CC1c1ccco1 (stereo not drawn)	-8	-16	4	21	0	0	1	96	1
Cc1cccc(-n2nnc(C(=O)NCc3ccc4c(c3)OCO4)c2N)c1	-9	0	nt	nt	0	-1	5	106	1
Cc1c(Cl)cccc1-n1nnnc1-c1cccs1	nt	nt	1	-12	-1	nt	nt	92	-1
COc1ccc(CCNC(=O)COc2ccc(-c3ccc(C)cc3)cc2)cc1OC	-9	-10	-1	6	nt	-4	-5	nt	nt
Cc1ccc(S(=O)(=O)CC2CSc3nc4ccccc4n32)cc1 (stereo not drawn)	-14	-30	-12	93*	nt	4	-3	nt	nt
CC(C)N(C(=O)CSc1nc2ccccc2n1Cc1ccccc1)C(C)C	-10	-3	nt	nt	-4	-2	8	110	-2
C=C(C)Cc1c(C)nc(-c2ccccc2)[nH]c1=O	-8	3	nt	nt	2[fluorescence artefact?]	1	5	110	0
Cc1cccc(OCC(=O)Nc2cccc3nsnc23)c1	-2	-3	3	-19	8[fluorescence artefact?]	1	7	119	4[fluorescence artefact?]
O=C(Cn1c(C(F)(F)F)nc2ccccc21)Oc1cccc(C(F)(F)F)c1	-8	15	0	19	nt	4	23	nt	nt
Clc1ccc2nc(-c3ccc(Br)s3)cn2c1	-7	-7	-8	12	nt	2	6	nt	nt
Cc1ccc2c(c1)N(CCCC(=O)NCC1COc3ccccc3O1)C(=O)CO2 (stereo not drawn)	-1	-17	0	10	-42	-4	12	110	-26
O=c1[nH]c(N2CCN(c3ccccc3)CC2)nc2c1CCCC2	-9	28	-1	0	-6	-1	2	106	-9
CCSc1nnc(N(CCC#N)CCC#N)s1	-11	-6	-4	-4	3[fluorescence artefact?]	-4	4	97	4[fluorescence artefact?]
CCOc1ccc2c(c1)c(C(C)=O)c(C)n2-c1ccccc1	1	12	-4	6	-3	5	15	88	-6
CCC(C)(C)NC(=O)C(c1cccn1C)N(C(=O)Cn1nnc2ccccc21)c1ccc(OC)cc1OC (stereo not drawn)	-11	-15	nt	nt	-5	-2	-6	111	-3
CSc1nnc2n(-c3ccc(C)cc3)c(=O)c3c4c(sc3n12)COC(C(C)C)C4 (stereo not drawn)	-23	13	2	-6	11[fluorescence artefact?]	3	6	70[fluorescence artefact?]	5[fluorescence artefact?]
Cc1nc2ccccc2n1CC(O)Cn1c2ccccc2c2ccccc21 (stereo not drawn)	6	-9	-2	1	-7	3	-4	100	1
Cn1c(=O)oc2cc(S(=O)(=O)NCc3ccco3)ccc21	-11	-26	4	-16	1	2	8	96	3
O=C1CCCC2=C1C1c3ccccc3C(=O)N1c1ccc(C(=O)c3ccccc3)cc1N2 (stereo not drawn)	-10	-13	nt	nt	3	0	11	93	-2
CC(Nc1ccc(Cl)cc1)c1cc(Cl)ccc1O (stereo not drawn)	-7	9	nt	nt	-2	1	6	47	-1
Cc1csc(SCC(=O)c2cc(C)n(Cc3cccs3)c2C)n1	-36	1	-8	93	-4	1	9	73	-9
CC1CCN(C(=O)CNC(=O)Cn2ccc3ccccc3c2=O)CC1	-17	36	-2	4	-2	-1	-1	127	4
Cc1nc(NCCNC(=O)c2ccco2)c2c(C)c(C)sc2n1	-3	3	3	-22	-5	1	7	118	0
CC(=O)Nc1cccc(Oc2ccc3c(c2)C(=O)N(CCC(=O)O)C3=O)c1	-13	-13	0	6	-9	-1	4	98	-15
Cc1ccc(C(=O)CSc2nnc(-c3ccccc3)n2-c2ccccc2)o1	2	-2	nt	nt	41[fluorescence artefact?]	-2	1	85	10[fluorescence artefact?]
COCCNC(=O)c1ccc(CS(=O)(=O)c2ccccc2)o1	-7	5	-7	8	-2	0	13	115[fluorescence artefact?]	2
Cc1nc2ccccc2nc(C)c1=NO	12	-13	nt	nt	-2	0	17	103	-5
Cn1nc(C(=O)N2CCN(S(=O)(=O)c3ccccc3)CC2)c2ccccc2c1=O	-10	-7	-5	2	-10	-3	6	114	-5
Cc1ccccc1Cn1nc(C)c(NC(=O)c2noc3c2CCc2ccccc2-3)c1C	-10	-29	8	-32	-1	-1	-2	88	-10
COc1ccc(CNC(=O)CN(c2cccc(OC)c2)S(C)(=O)=O)cc1	-9	4	-5	-1	-5	6	3	130	-10
CCOC(=O)CSc1nnc(CSc2nc3sc4c(c3c(=O)[nH]2)CCC4)n1-c1ccccc1	4	17	3	-33	10	-4	-4	70	2
